PLK1 PBD block: qHTS for Inhibitors of PLK1-PDB (polo-like kinase 1 - polo-box domain): Primary Screen | Serine/threonine-protein kinase PLK1 (Homo sapiens), P53350 | Plk1 PBD binding of FITC phosphopeptide, fluorescence polarization | Potency, µM, without a hit: max response, negative = inhibition, usual class: inhibitors | 360,000 tested, 2.8% active; note: potency is the fitted concentration of half-maximal effect; series mostly up to about 57 µM; % is set by controls: 0 for no effect and ±100 for the full control effect; nearly all actives have a fitted effect of over 65% in size
Target sequence (P53350 whole entry, looked up, the tested form may be a part): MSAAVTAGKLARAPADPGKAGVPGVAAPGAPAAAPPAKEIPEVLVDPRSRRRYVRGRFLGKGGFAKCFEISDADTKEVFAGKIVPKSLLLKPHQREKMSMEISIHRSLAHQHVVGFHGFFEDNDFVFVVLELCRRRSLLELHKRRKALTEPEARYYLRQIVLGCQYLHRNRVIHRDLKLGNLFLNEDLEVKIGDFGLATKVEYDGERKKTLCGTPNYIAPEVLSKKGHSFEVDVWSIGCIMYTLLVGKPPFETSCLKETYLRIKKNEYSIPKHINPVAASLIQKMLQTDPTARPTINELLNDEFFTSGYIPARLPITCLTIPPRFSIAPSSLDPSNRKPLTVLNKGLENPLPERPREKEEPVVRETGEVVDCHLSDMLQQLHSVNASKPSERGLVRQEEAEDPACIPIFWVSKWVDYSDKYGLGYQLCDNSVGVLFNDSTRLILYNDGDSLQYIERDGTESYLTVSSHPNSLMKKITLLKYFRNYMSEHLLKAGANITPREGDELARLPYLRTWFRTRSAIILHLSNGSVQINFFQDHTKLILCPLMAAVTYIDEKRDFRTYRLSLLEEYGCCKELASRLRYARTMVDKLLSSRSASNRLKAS
EPAC1 antagonist: qHTS for Antagonist of cAMP-regulated guanine nucleotide exchange factor 3 (EPAC1): primary screen; Rap guanine nucleotide exchange factor 3 (Homo sapiens), O95398; EPAC1 GEF assay, Rap1b-BODIPY-GDP exchange fluorescence; Potency, µM (top dose mostly 115 µM), for the others: at the highest dose activity change, negative = inhibition, usual class: inhibitors; 360,000 tested, 0.14% active; AID 720709, 2013;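 note: potency is the fitted concentration of half-maximal effect; plate controls were vehicle for no effect and positive control for full effect; nearly all actives have a fitted effect of over 50% in size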
PI5P4K alpha inh: qHTS for Inhibitors of phosphatidylinositol 5-phosphate 4-kinase (PI5P4K). max response, %. PI5P4Kalpha enzyme, ADP-Glo luminescence, 60 min; active compounds read low. 330,000 tested, 1.2% active. AID 652105, 2013; active = max response of -50% or lower; inconclusive = between -30% and -50%; inactive = -30% or higher; note: value at the top dose of about 77 µM; % is set by controls: 0 for no effect and ±100 for the full control effect
Target sequence (P48426 whole entry, looked up): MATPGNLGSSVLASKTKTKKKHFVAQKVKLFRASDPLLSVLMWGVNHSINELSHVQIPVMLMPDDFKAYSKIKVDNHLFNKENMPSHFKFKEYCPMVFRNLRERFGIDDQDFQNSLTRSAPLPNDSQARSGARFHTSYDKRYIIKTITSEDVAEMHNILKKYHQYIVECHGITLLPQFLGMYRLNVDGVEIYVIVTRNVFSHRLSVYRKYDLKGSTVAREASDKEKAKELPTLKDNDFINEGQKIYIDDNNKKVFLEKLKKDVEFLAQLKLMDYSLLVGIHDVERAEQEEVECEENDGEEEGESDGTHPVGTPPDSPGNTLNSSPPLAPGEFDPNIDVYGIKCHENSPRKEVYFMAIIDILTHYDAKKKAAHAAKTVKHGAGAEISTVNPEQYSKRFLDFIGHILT
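Controls without substrate or without enzyme flank wells where PI5P4Kalpha converts substrate using 5 microM ATP (final). Incubation lasts 60 minutes at room temperature; ADP formed is read by ADP-Glo luminescence.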
EPAC1 ag: qHTS for Agonist of cAMP-regulated guanine nucleotide exchange factor 3 (EPAC1): primary screen. AID 720707, 2013. Potency, µM (titrated, usually from 154 µM), inactives show top-dose activation, actives largely listed as activators. 360,000 tested, 0.073% active. EPAC1 agonist qHTS, biochemical assay; response scale: 100% = response to 6.5 mM cAMP; note: potency is the fitted concentration of half-maximal effect; nearly all actives have a fitted effect of over 60% in size
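Nucleotide exchange assay: 100 nM EPAC1 with 250 nM Rap1B loaded with BODIPY-GDP and 50 uM GDP, room temperature. Fluorescence (480/540 nm) read every 5 min for 30 min; signal change normalized to 6.5 mM cAMP as full agonist.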
EPAC2 agonist: qHTS for Agonist of cAMP-regulated guanine nucleotide exchange factor 4 (EPAC2): primary screen | Rap guanine nucleotide exchange factor 4 (Homo sapiens), Q8WZA2 | EPAC2 activation, biochemical qHTS; response scale: 100% = 6.5 mM cAMP response | Potency, µM (top dose mostly 154 µM), for inactives: at the top dose activation, most hits filed as activators | 360,000 tested, 0.079% active | AID 720711, 2013; note: potency is the fitted concentration of half-maximal effect; nearly all actives have a fitted effect of over 50% in size
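qHTS, titration series. 100 nM EPAC2 / 250 nM Rap1B-BODIPY-GDP / 50 uM GDP; RT; ex 480/em 540 nm, 5-min reads to 30 min. Norm. to 6.5 mM cAMP = activation.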
CCT chaperon mod: High-Throughput Screening for Modulators of Cytosolic Chaperonin Activity | activity change, % (test concentration not listed), hits read low | purified chaperonin ATPase assay, HTRF ADP detection, 30 min | 360,000 tested, 0.3% active; in the data active = activity change below about -30%; note: % is set by controls: 0 for no effect and ±100 for the full control effect
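First, chaperonin was dispensed at 40 nM or 20 nM final depending on batch activity. Next, compounds were pinned at 76 uM and ATP added at 10 uM. After 30 min at 37 °C, ADP detection reagents ran 30 min at ambient temperature.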
WRN inhibitor: qHTS for Inhibitors of WRN Helicase. 360,000 tested, 0.46% active. WRN helicase unwinding, fluorescent forked duplex, kinetic. Bifunctional 3'-5' exonuclease/ATP-dependent helicase WRN (Homo sapiens), Q14191. Potency, µM (highest dose often 114 µM), without a hit: top-dose activity change, negative = inhibition, most hits filed as inhibitors; note: potency is the fitted concentration of half-maximal effect; % is set by controls: 0 for no effect and ±100 for the full control effect; nearly all actives have a fitted effect of over 55% in size
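Primary qHTS, 1536-well format. 20 nM WRN + compound, 15 min RT; start with 100 nM forked fluorophore/quencher duplex, 2 mM ATP (final); kinetic read ex 525/em 598 nm.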
IL-2 act: qHTS of IL-2 Activators | IL-2 activation reporter assay, cell-based qHTS; stimulated with anti-CD3/CD4/CD28 beads; in transgenic mouse T cells | activation, % (series mostly up to about 46 µM) | 360,000 tested, 0.065% active; in the data active = activation above about 50%; inconclusive = mostly about 30% to 49%; note: 0% is about no effect
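Unstimulated transgenic mouse T cells; 60-min compound exposure; bead-based TCR/CD4/CD28 stimulation; 18 h culture, 37 degrees C; dual fluorescence (EGFP, DsRed) plate cytometry.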
* = called active by the depositor; ? = inconclusive; . = no result given; [ ] = another dose, or the depositor's remark. Unless noted, calls come from the whole dose curve; as a rule, active = well fitted curve in the direction sought with a large enough effect; inconclusive = small, poorly fitted or top-dose-only effect, or another doubt; inactive = no such curve, though single readings can be large; an effect the other way counts as inactive or inconclusive.

Letters: A = PLK1 PBD block; B = EPAC1 antagonist; C = PI5P4K alpha inh; D = EPAC1 ag; E = EPAC2 agonist; F = CCT chaperon mod; G = WRN inhibitor; H = IL-2 act
CC1=CN(S(=O)(=O)c2ccc(C)cc2)C[C@@H]2[C@H]3CC[C@H](C3)[C@H]12
  A: -5%; B: -8%; C: 4; D: 14%; E: 16%; F: -3.0; G: -6%; H: -0.5

COc1cccc(C2/C(=C(/O)c3ccc4c(c3)CC(C)O4)C(=O)C(=O)N2c2nnc(C)s2)c1 (stereo not drawn)
  A: ?; B: -4%; C: -4; D: -6%; E: -8%; F: -0.7; G: 5%; H: -3.2

C[C@H](NS(=O)(=O)c1ccc(F)cc1)C(=O)OCC(=O)c1c(N)n(C)c(=O)n(C)c1=O
  A: -29%; B: -29%; C: 2; D: -5%; E: 9%; F: 0.0; G: 3%; H: -2.2

COc1ccccc1-c1nnc(SC)n1C
  A: -2%; B: 2%; C: -7; D: -3%; E: 5%; F: -0.7; G: 9%; H: -0.1

COc1ccc(C(=O)N/N=C(\C)c2ccccn2)cc1OC
  A: 7%; B: -1%; C: -7; D: -2%; E: 9%; F: -5.4; G: 8%; H: -1.4

Cc1cc(=O)oc2c(CN3CCCCC3)c(O)ccc12
  A: -8%; B: -4%; C: 0; D: -8%; E: 8%; F: -0.9; G: -3%; H: -0.7

COc1ccc(-c2csc(NCCn3c(C)nc4cc(C(F)(F)F)ccc43)n2)cc1
  A: -23%; B: -24%; C: 8; D: -3%; E: 0%; F: -0.1; G: -1%; H: -0.4

CC(=O)Oc1ccc(-c2cc3ccccc3oc2=O)cc1
  A: -2%; B: -7%; C: 3; D: -7%; E: 5%; F: 0.4; G: -2%; H: 0.2

COc1cc(C(=O)NCC(=O)N/N=C/c2cccc(OC(=O)c3ccco3)c2)cc(OC)c1OC
  A: -19%; B: 4%; C: -1; D: -4%; E: 13%; F: -1.5; G: 0%; H: 0.3

O=C(CSc1nc2cc([N+](=O)[O-])ccc2n1-c1ccc(F)cc1)NC1CCS(=O)(=O)C1 (stereo not drawn)
  A: -16%; B: -15%; C: -3; D: 4%; E: 15%; F: 0.6; G: -32%; H: -2.0

CN(C)S(=O)(=O)c1ccc(Cl)c(NC(=O)CN2CCCC2)c1
  A: -4%; B: -4%; C: -24; D: 3%; E: 3%; F: -10.0; G: -30%; H: -0.3

CC(C)OC(=O)c1ccc(NC(=O)c2cccc(-n3cnnn3)c2)cc1
  A: 4%; B: -12%; C: 10; D: -1%; E: 8%; F: 0.1; G: -10%; H: 0.8

CCOC(=O)C1=CN(Cc2cccc(F)c2)S(=O)(=O)N(CC)C1c1ccc(Br)cc1F (stereo not drawn)
  A: -11%; B: -3%; C: 2; D: -7%; E: 7%; F: 0.7; G: -9%; H: -0.4

Cc1nc(NC(=O)c2ccccc2)sc1-c1cc(C(=O)NCCO)nn1Cc1ccccc1
  A: -2%; B: 18%; C: 3; D: 5%; E: 2%; F: .; G: -2%; H: -0.8

Cc1cccc(NC(=O)C2CCN(S(=O)(=O)c3ccc4c(c3)OCCCO4)CC2)n1
  A: 9%; B: 0%; C: -3; D: 9%; E: 4%; F: 0.7; G: 0%; H: -0.2

Cc1cc(C(=O)COC(=O)c2nc3nccc(C)n3n2)c(C)n1CC1CCCO1 (stereo not drawn)
  A: -4%; B: 20%; C: 2; D: -2%; E: -6%; F: 1.1; G: -5%; H: -4.1

CCOC(=O)N1CCN(Cc2c(F)cccc2F)CC1
  A: -6%; B: 8%; C: -6; D: -6%; E: 0%; F: -1.2; G: 4%; H: 0.2

O=C(NCc1ccccc1)C1C(c2ccc3c(c2)OCO3)=Nc2ccccc2N1C(=O)c1ccco1 (stereo not drawn)
  A: -1%; B: -2%; C: 1; D: 10%; E: 15%; F: .; G: -12%; H: -0.8

Cc1cc(C(=O)COc2ccccc2[N+](=O)[O-])c(C)n1-c1cccc(S(=O)(=O)N2CCOCC2)c1
  A: -3%; B: 1%; C: -5; D: -7%; E: 28%; F: 2.9; G: -10%; H: -0.8

CC1(C)CC(=O)c2c(Cc3ccccc3)n[nH]c2C1
  A: -1%; B: -24%; C: 4; D: 14%; E: 25%[15.6 µM]; F: -0.5; G: 0%; H: -0.4

CCOC(Cn1cc([N+](=O)[O-])c(=O)[nH]c1=O)OCC
  A: -11%; B: 18%; C: -5; D: 6%; E: 14%; F: -0.8; G: 6%; H: -0.4

Cc1nn(CCCC(=O)NCc2ccc(F)cc2)c(C)c1[N+](=O)[O-]
  A: 2%; B: 6%; C: -3; D: -7%; E: 0%; F: -3.7; G: 7%; H: 2.1

CCCOC(=O)Nc1ccc(N2CCCCC2)cc1
  A: 4%; B: 3%; C: .; D: 7%; E: 12%; F: -1.5; G: -7%; H: 1.4

Cc1cc(C)cc(NC(=O)CNC(c2ccccc2)c2ccccc2)c1
  A: -4%; B: ?; C: 24; D: 0%; E: 1%; F: 1.3; G: -32%; H: -2.0

CCCCCC(=O)Nc1ccc(C(=O)COC(=O)Cn2cnc3c2c(=O)n(C)c(=O)n3C)cc1
  A: -2%; B: -3%; C: -6; D: -62%[inhibitor]; E: 5%; F: 0.5; G: -4%; H: 0.0

An excerpt from above with just PI5P4K alpha inh, EPAC1 antagonist and CCT chaperon mod.
| SMILES | PI5P4K alpha inh | EPAC1 antagonist | CCT chaperon mod |
| --- | --- | --- | --- |
| Cc1cc(C)cc(NC(=O)CNC(c2ccccc2)c2ccccc2)c1 | 24 | ? | 1.3 |
| Cc1cc(C(=O)COc2ccccc2[N+](=O)[O-])c(C)n1-c1cccc(S(=O)(=O)N2CCOCC2)c1 | -5 | 1% | 2.9 |
| COc1cc(C(=O)NCC(=O)N/N=C/c2cccc(OC(=O)c3ccco3)c2)cc(OC)c1OC | -1 | 4% | -1.5 |
| Cc1nn(CCCC(=O)NCc2ccc(F)cc2)c(C)c1[N+](=O)[O-] | -3 | 6% | -3.7 |
| CC(C)OC(=O)c1ccc(NC(=O)c2cccc(-n3cnnn3)c2)cc1 | 10 | -12% | 0.1 |
| COc1cccc(C2/C(=C(/O)c3ccc4c(c3)CC(C)O4)C(=O)C(=O)N2c2nnc(C)s2)c1 (stereo not drawn) | -4 | -4% | -0.7 |

The listing continues.
structure,PLK1 PBD block,EPAC1 antagonist,PI5P4K alpha inh,EPAC1 ag,EPAC2 agonist,CCT chaperon mod,WRN inhibitor,IL-2 act
CCN(CC)CCNc1nc2c(c(=O)[nH]c(=O)n2C)n1CC(O)COc1ccc(Cl)cc1Cl (stereo not drawn),0%,10%,-1,-9%,0%,-2.3,4%,1.5
CCOC(=O)C1CCCN(C(=O)c2ccc(OC(C)=O)cc2)C1 (stereo not drawn),-3%,14%,.,0%,7%,-3.8,6%,-0.3
CC(C)Cc1oc(C(=O)O)cc1CN1CCOCC1,1%,-3%,-4,0%,0%,1.0,-9%,0.8
CC(C)N(c1ccccc1)c1ccc(NC(=S)NCCN(C)C)cc1,-6%,1%,7,2%,-8%,-1.9,-7%,0.5
O=C(Nc1nc(-c2ccc(F)c(F)c2)cs1)c1cc([N+](=O)[O-])ccc1N1CCOCC1,-13%,-4%,11,1%,-2%,2.4,7%,2.7
CC(=O)N1CCN(CCN(CC2C(C)C=C(C)CC2C)C(C)=O)CC1 (stereo not drawn),2%,6%,5,11%,11%,-1.0,3%,-0.2
O=C(Cc1ccccc1)NNC(=O)Nc1ccc(Cl)c(Cl)c1,-2%,10%,1,-6%,1%,0.3,-1%,2.7
CCOC(=O)c1ccccc1NS(=O)(=O)c1ccc(OCC)cc1,-7%,?,.,10%,2%,-0.4,-6%,-2.5
CC[C@@]12C(=O)N(c3ccc(C)cc3)C(=O)N1[C@H](c1ccc(OC)cc1)[C@@H]1C(=O)N(C(C)(C)C)C(=O)[C@@H]12,-4%,5%,9,2%,-5%,-1.2,-4%,-3.6
c1ccc2c(c1)CNC1(CCCCC1)C2,-7%,1%,8,13%,-2%,-2.8,0%,0.5
O=C(C1CCN(S(=O)(=O)c2ccccc2)CC1)N(CCc1ccccc1)Cc1ccco1,-4%,-12%,-8,3%,0%,-3.3,-12%,-1.1
Cn1nccc1C(=O)NC1CCCc2c1cnn2-c1ccc(F)cc1F (stereo not drawn),5%,-3%,-4,5%,17%,-3.1,8%,0.6
CCOc1ccc2[nH]c(=O)c(CN(CC3CCCN3CC)C(=O)NCc3ccccc3)cc2c1 (stereo not drawn),-4%,-9%,9,0%,5%,-1.9,3%,5.6
COC(=O)c1cc(Br)c(=O)n(CCN2CCCCC2)c1,2%,-2%,-1,1%,3%,-4.5,6%,0.6
COc1ccc(NC(=O)CC2C(=O)N(c3ccccc3)C(=O)N2CCc2cccs2)cc1 (stereo not drawn),-20%,?,3,4%,11%,-4.5,-23%,-5.4
COc1ccccc1Nc1nc(N)nc(CN2CCN(c3ccccc3)CC2)n1,-2%,-1%,.,11%,4%,-0.6,-3%,-0.9

Reprinted at random: 2 compounds from above, in no set order.
structure,PLK1 PBD block,EPAC1 antagonist,PI5P4K alpha inh,EPAC1 ag,EPAC2 agonist,CCT chaperon mod,WRN inhibitor,IL-2 act
O=C(CSc1nc2cc([N+](=O)[O-])ccc2n1-c1ccc(F)cc1)NC1CCS(=O)(=O)C1 (stereo not drawn),-16%,-15%,-3,4%,15%,0.6,-32%,-2.0
Cc1nc(NC(=O)c2ccccc2)sc1-c1cc(C(=O)NCCO)nn1Cc1ccccc1,-2%,18%,3,5%,2%,.,-2%,-0.8

Carrying on.
structure,PLK1 PBD block,EPAC1 antagonist,PI5P4K alpha inh,EPAC1 ag,EPAC2 agonist,CCT chaperon mod,WRN inhibitor,IL-2 act
CSc1nnc(NC(=O)c2ccc(S(=O)(=O)N(C)C)cc2)s1,-18%,8%,-22,12%,1%,1.3,8%,-3.5
CC(C)N1C(=S)SC(C)(C)C1n1oc(=O)n(-c2ccc(Cl)c(Cl)c2)c1=O (stereo not drawn),-4%,-7%,.,10%,16%,-0.9,-6%,0.7
CN(C)CCCNC(=O)c1cc(Br)ccc1O,8%,7%,8,5%,-8%,0.2,-4%,1.6
c1ccc2c(c1)C(=NCC1CCCO1)NC2=NCC1CCCO1 (stereo not drawn),4%,-2%,.,10%,7%,-0.1,-7%[57.1 µM],-2.3

A portion of the library (hit frequency here may not be typical).
